Lipid storage S3 – qHTS Assay for Lipid Storage Modulators in Drosophila S3 Cells; Drosophila S3 cells, BODIPY lipid droplet fluorescence, 18-24 h; cells fed with added oleic acid; Potency in µM for hits, for the others lipid storage change, negative = inhibition, % at the top dose, mostly 46.1 µM; 320,000 compounds, 0.64% hits; AID 2685; active = well fitted inhibition curve with a large enough effect in the signal ratio, with a control signal flat, not every such curve was filed as active; inconclusive = small, poorly fitted or top-dose-only effect, or effect the other way, or a change in a side signal; the % refers to the signal ratio
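Drosophila S3 cells loaded with oleic acid (400 uM, as added) and compounds at several concentrations; lipid droplets imaged by 488-nm laser-scanning cytometry, 500–530 nm intensity and object ratio to cell channel. Percent activity normalized to 20 uM Triacsin C.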
Lipid storage S3 cell count max – second read-out of Lipid storage S3, no call of its own (marks repeat the call); cell number change, %; measured here: cell count max response;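 cells counted by Cell Tracker Red CMTPX staining in the red channel; peak over a dose series mostly up to 46.1 µM; percent activity relative to internal control wells on each plate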
Numbers without * were called inactive. % is set by controls: 0 for no effect and ±100 for the full control effect; potency is the fitted concentration of half-maximal effect. The list is partial; rates above refer to the full screens.

For CCc1noc(C)c1C(=O)N(C)CC(=O)Nc1ccccc1C(F)(F)F the results were Lipid storage S3 inconclusive.
CCn1c(CNC(=O)COc2ccc(C(C)C)cc2)nnc1SCC(=O)Nc1ccccc1 was read as Lipid storage S3 inconclusive.
Screening CCc1ccccc1NC(=O)Cn1ccn(-c2ccc(OC)cc2)c(=O)c1=O returned Lipid storage S3 inconclusive.
`Cc1cc(C)cc(NC(=S)NCCSc2ccc(Cl)cc2)c1` gave Lipid storage S3 inconclusive.
For O=S(=O)(c1cccc(-c2csc(N/N=C/c3ccco3)n2)c1)N1CCOCC1 the results were Lipid storage S3 20% and Lipid storage S3 cell count max -1.
For Cc1cc(SCC(=O)NC(=O)NCc2ccco2)nc2c(C)cccc12 the results were Lipid storage S3 inconclusive.
Screening N#Cc1nc(-c2ccco2)oc1N1CCC(C(N)=O)CC1 returned Lipid storage S3 inactive and Lipid storage S3 cell count max 6.
For Cn1ncc2c(Nc3cccc(C(=O)O)c3)ncnc21 the results were Lipid storage S3 inconclusive.
CCn1c(SCC(=O)N/N=C/C(C)=C\c2ccco2)nnc1-c1ccccc1 was read as Lipid storage S3 inconclusive.
Screening O=S(=O)(c1ccc2ccccc2c1)N(CC(O)COCc1ccco1)c1ccccc1 (stereo unspecified) returned Lipid storage S3 inconclusive.
`Cc1cccc2cc(CN(Cc3ccco3)C(=O)Nc3cccc(C#N)c3)c(Cl)nc12` gave Lipid storage S3 -25% and Lipid storage S3 cell count max 17.
For COc1cccc(NC(=O)CCCOc2cc(=O)n(C)c3ccccc23)c1 the results were Lipid storage S3 inactive.
Screening CCOc1ccc(N2CC(C(=O)Nc3cccc(C(=O)NC4CC4)c3)CC2=O)cc1 (stereo unspecified) returned Lipid storage S3 inconclusive.
O=C(Nc1nc(-c2ccccc2)cs1)C1CCCN(S(=O)(=O)c2cccc([N+](=O)[O-])c2)C1 (stereo unspecified) was read as Lipid storage S3 inconclusive.
For CN(CC(=O)N1CC=C(c2ccccc2)CC1)S(=O)(=O)c1cnc[nH]1 the results were Lipid storage S3 inconclusive.
Screening COc1ccc(NS(=O)(=O)c2ccc(N)c(C(=O)O)c2)cc1 returned Lipid storage S3 21µM* and Lipid storage S3 cell count max 1.7*.
CN(C)S(=O)(=O)c1cccc(NC(=S)NC23CC4CC(CC(C4)C2)C3)c1 was read as Lipid storage S3 inconclusive.
Screening COc1cc2c(cc1NC(=S)Nc1cccc(C(F)(F)F)c1)oc1ccccc12 returned Lipid storage S3 inconclusive.
`COCCN(Cc1cc2ccc(C)cc2[nH]c1=O)S(=O)(=O)c1ccccc1` gave Lipid storage S3 inconclusive.
`COc1ccccc1-c1cc(C(F)(F)F)nc(N2CCN(c3ccc(F)cc3)CC2)n1` gave Lipid storage S3 0% and Lipid storage S3 cell count max -1.
For Cc1cccc(C)c1NC(=O)CNC(=O)C1COc2ccccc2O1 (stereo unspecified) the results were Lipid storage S3 inconclusive.
`CCc1noc(C)c1C(=O)Nc1nc2ccc(F)cc2s1` gave Lipid storage S3 inconclusive.
Screening CCN(CC)C(=O)c1cccc(NC(=O)c2cc(-c3ccccn3)nc3ccccc23)c1 returned Lipid storage S3 inconclusive.
For C[C@@H]1CC[C@H](O)/C=C/C(=O)O[C@H](C)CC[C@H](O)/C=C/C(=O)O1 the results were Lipid storage S3 5.8µM* and Lipid storage S3 cell count max -1.5*.
`COc1ccc(N2C(=O)[C@@H]3Cc4ccccc4CN3C2=O)cc1` gave Lipid storage S3 14% and Lipid storage S3 cell count max -11.
For CCOC(=O)c1cc(-c2ccccc2)nn1Cc1cc(C)no1 the results were Lipid storage S3 -32% and Lipid storage S3 cell count max -24.
Cn1c(=O)c2c(nc(N3CCOCC3)n2CCc2ccccc2)n(C)c1=O was read as Lipid storage S3 inconclusive.
Screening CN1C(=O)C2(OCCCO2)c2ccccc21 returned Lipid storage S3 -4% and Lipid storage S3 cell count max 11.
`CCN1CCN(c2ccc(NC(=O)c3ccco3)cc2Cl)CC1` gave Lipid storage S3 inconclusive.
Screening Fc1c(F)c(F)c(N/N=C/c2c[nH]c3ccccc23)c(F)c1F returned Lipid storage S3 -29% and Lipid storage S3 cell count max -19.
For CCOC(=O)c1ccc(NC(=S)NC(=O)COc2ccccc2)cc1 the results were Lipid storage S3 inconclusive.
`Cc1ccc(NC(=O)Nn2cnnc2)cc1` gave Lipid storage S3 inconclusive.
Screening Oc1ccc(-c2nccc(-c3ccc(Cl)cc3Cl)n2)cc1 returned Lipid storage S3 inconclusive.
N#CC1=C(N)OC2=C(C(=O)CCC2)C1c1ccc(OC(=O)N2CCOCC2)cc1 (stereo unspecified) was read as Lipid storage S3 inconclusive.
O=C1c2ccccc2C(=O)N1CCCON1C(=O)c2ccccc2C1=O was read as Lipid storage S3 14% and Lipid storage S3 cell count max 17.
For CCc1ccc(OCC(=O)Nc2cc(S(=O)(=O)CC)ccc2O)cc1 the results were Lipid storage S3 inconclusive.
For O=C(NC(N1CCCCCC1)C(Cl)(Cl)Cl)c1ccccc1Cl (stereo unspecified) the results were Lipid storage S3 inconclusive.
CCOc1ccc(C(=O)Nn2cnnc2)cc1 was read as Lipid storage S3 inconclusive.
CCOC(=O)c1nnn2c1nc(SCC(C)=O)c1ccccc12 was read as Lipid storage S3 10% and Lipid storage S3 cell count max 27.
For COc1ccc(OC)c(C(=O)c2ccc(C(=O)Nc3cccc4ccccc34)cc2)c1 the results were Lipid storage S3 -6% and Lipid storage S3 cell count max -8.

In the list so far, seven contain an aryl methoxy group.
Screening CCc1ccccc1NC(=O)Cn1ccn(-c2ccc(OC)cc2)c(=O)c1=O returned Lipid storage S3 inconclusive.
For COc1cccc(NC(=O)CCCOc2cc(=O)n(C)c3ccccc23)c1 the results were Lipid storage S3 inactive.
Screening COc1ccc(NS(=O)(=O)c2ccc(N)c(C(=O)O)c2)cc1 returned Lipid storage S3 21µM* and Lipid storage S3 cell count max 1.7*.
Screening COc1cc2c(cc1NC(=S)Nc1cccc(C(F)(F)F)c1)oc1ccccc12 returned Lipid storage S3 inconclusive.
`COc1ccccc1-c1cc(C(F)(F)F)nc(N2CCN(c3ccc(F)cc3)CC2)n1` gave Lipid storage S3 0% and Lipid storage S3 cell count max -1.
`COc1ccc(N2C(=O)[C@@H]3Cc4ccccc4CN3C2=O)cc1` gave Lipid storage S3 14% and Lipid storage S3 cell count max -11.
For COc1ccc(OC)c(C(=O)c2ccc(C(=O)Nc3cccc4ccccc34)cc2)c1 the results were Lipid storage S3 -6% and Lipid storage S3 cell count max -8.

Later entries
Screening COc1ccccc1-n1cnnc1SC(C)C(=O)Nc1cccc([N+](=O)[O-])c1 (stereo unspecified) returned Lipid storage S3 2% and Lipid storage S3 cell count max -3.
`C1=C(c2ccccc2)N2CCN=C2S1` gave Lipid storage S3 inconclusive.
O=C(NNC(=S)NC(=O)c1ccccc1[N+](=O)[O-])c1ccccc1 was read as Lipid storage S3 -1% and Lipid storage S3 cell count max -1.
`Cc1ccccc1N=C1NC(=O)/C(=C/c2cccnc2)S1` gave Lipid storage S3 0% and Lipid storage S3 cell count max 14.
For Cn1ccnc1Sc1cc(NCCCO)c([N+](=O)[O-])c2nonc12 the results were Lipid storage S3 inconclusive.
CCOC(=O)C1CCN(c2c(NCCN(CC)c3ccccc3)c(=O)c2=O)CC1 was read as Lipid storage S3 inconclusive.
Screening Cc1nnc(NC(=O)CSc2nnc(CNC(=O)c3ccccc3)n2-c2ccccc2)s1 returned Lipid storage S3 inactive.
For CCC(CC)C(=O)NCCc1ccc(S(N)(=O)=O)cc1 the results were Lipid storage S3 0% and Lipid storage S3 cell count max -9.
For Cc1sc2nc(SC3CCOC3=O)n(Cc3ccccc3)c(=O)c2c1C (stereo unspecified) the results were Lipid storage S3 inconclusive.
CCOC(=O)C(=O)NCC(c1cccs1)S(=O)(=O)c1ccc(F)cc1 (stereo unspecified) was read as Lipid storage S3 inconclusive.
CC(C)(C)C(=O)c1cnc(Nc2ccccc2)s1 was read as Lipid storage S3 inconclusive.
CN(CC(=O)Nc1ccc(N2CCOCC2)cc1)C(=O)c1cccc(Cl)c1Cl was read as Lipid storage S3 inconclusive.
For COc1ccc(CCNC(=O)Cc2ccc(OCc3ccccc3)c(OC)c2[N+](=O)[O-])cc1OCc1ccccc1 the results were Lipid storage S3 inconclusive.
Cc1nc2c(=O)[nH]c3ccccc3c2o1 was read as Lipid storage S3 -1% and Lipid storage S3 cell count max -8.
For O=C(O)CCC(=O)N1CCN(c2nc(-c3ccccc3)c3ccccc3n2)CC1 the results were Lipid storage S3 inconclusive.
For CCOC(=O)c1nc2ccccc2c(=O)[nH]1 the results were Lipid storage S3 inconclusive.
For COc1cccc(OCC(=O)NNC(=O)C(=O)N2CCCC2)c1 the results were Lipid storage S3 5% and Lipid storage S3 cell count max 9.
Screening CCCC(=O)Nc1cc(C)c2c(=O)oc3ccccc3c2n1 returned Lipid storage S3 -4% and Lipid storage S3 cell count max -9.
`CCC(C)NC(=O)CC(c1ccc(OC)cc1)n1cccc1` (stereo unspecified) gave Lipid storage S3 4% and Lipid storage S3 cell count max 1.
`COc1cc(OC)cc(C(=O)NCC(=O)N2CCCCCCC2)c1` gave Lipid storage S3 inconclusive.
Screening COC(=O)C(c1ccccc1)N(Cc1cccc(CN(C(C(=O)OC)c2ccccc2)S(C)(=O)=O)c1)S(C)(=O)=O (stereo unspecified) returned Lipid storage S3 inconclusive.
For COc1ccc(CN2CCNC(=O)C2CC(=O)NC2CCCCCCC2)cc1C (stereo unspecified) the results were Lipid storage S3 -22%.
CCOc1ccc(C2NC(=O)NC(c3ccccc3)=C2C(C)=O)cc1OC (stereo unspecified) was read as Lipid storage S3 inactive and Lipid storage S3 cell count max 12.
Screening CC1(c2nnc(-c3ccccc3)o2)CC(c2ccc(Cl)cc2)=NO1 (stereo unspecified) returned Lipid storage S3 14% and Lipid storage S3 cell count max 0.
Screening COc1cccc(CNC(=O)c2ccccc2NC(=O)C2=C(C)OCCS2)c1 returned Lipid storage S3 inactive and Lipid storage S3 cell count max -20.
`Cc1onc(-c2c(Cl)cccc2Cl)c1C(=O)Nc1ccc(C(N)=O)cc1` gave Lipid storage S3 inconclusive.
`O=C(Nc1cccc(S(=O)(=O)N2CCCCC2)c1)c1ccc([N+](=O)[O-])o1` gave Lipid storage S3 inconclusive.
CCc1nnc(NC(=O)CSc2nnc3c(C)cc4c(C)ccc(C)c4n23)s1 was read as Lipid storage S3 -3% and Lipid storage S3 cell count max -20.
For OCCCc1nc2n(n1)C(c1ccccc1)C=C(c1ccccc1)N2 (stereo unspecified) the results were Lipid storage S3 inconclusive.
`O=C(NCc1cn(-c2ccccc2)nc1-c1ccccc1)c1cccc([N+](=O)[O-])c1` gave Lipid storage S3 inconclusive.
`CCNS(=O)(=O)c1ccc(C(=O)OCC(=O)N2CCCc3ccccc32)cc1` gave Lipid storage S3 inconclusive.
For Cc1noc(NS(=O)(=O)c2ccc(NC(=O)CSc3nc4c(cc3C#N)CCCC4)cc2)c1C the results were Lipid storage S3 inconclusive.
`Cc1ccc(-c2nc(S(=O)(=O)c3ccc(C)cc3)c(SCC(=O)NCC3CCCO3)o2)cc1` (stereo unspecified) gave Lipid storage S3 inactive and Lipid storage S3 cell count max -17.
COc1ccc(NC2CCCN(C(=O)c3cn(C)c4ccccc34)C2)cc1 (stereo unspecified) was read as Lipid storage S3 inconclusive.
`Cc1ccc(OCC(=O)N2c3ccccc3CC2C)c([N+](=O)[O-])n1` (stereo unspecified) gave Lipid storage S3 inconclusive.
For COc1ccccc1NS(=O)(=O)c1ccc2[nH]c(=O)[nH]c2c1 the results were Lipid storage S3 inactive and Lipid storage S3 cell count max -22.
Cc1onc(-c2c(Cl)cccc2Cl)c1C(=O)NN1CCCCCC1 was read as Lipid storage S3 inconclusive.
Screening COc1ccc(Oc2nc3ccccc3n(C)c2=O)cc1 returned Lipid storage S3 inactive.
Screening C=C(C)COc1ccc(-c2nc(N)ncc2-c2ccc(Br)cc2)c(O)c1 returned Lipid storage S3 inconclusive.
`COc1ccc(N(CC(=O)NN=C2CCCCCCC2)S(=O)(=O)c2ccccc2)cc1` gave Lipid storage S3 inconclusive.
Screening Cc1cccc(C(=O)O/N=C(/c2ccccc2)c2ccncc2)c1 returned Lipid storage S3 -1% and Lipid storage S3 cell count max -4.
For Cc1oc2c(C)c3oc(=O)c(CCC(=O)NCCCn4ccnc4)c(C)c3cc2c1C the results were Lipid storage S3 -17% and Lipid storage S3 cell count max -3.
`COc1ccc(CCNC(=O)CC(=O)N/N=C/c2ccc(C(=O)O)cc2)cc1OC` gave Lipid storage S3 inconclusive.
Screening Cc1cc(NS(=O)(=O)c2ccc(NC(=O)CSc3nc4ncc(Br)cc4[nH]3)cc2)nc(C)n1 returned Lipid storage S3 -5% and Lipid storage S3 cell count max 15.
For Cc1nnsc1C(=O)N1CCCC(N2CCN(c3cccc(C(F)(F)F)c3)CC2)C1 (stereo unspecified) the results were Lipid storage S3 inactive and Lipid storage S3 cell count max 4.
Screening Cc1ccccc1-c1nnc(SCc2ccc(F)cc2)o1 returned Lipid storage S3 inactive and Lipid storage S3 cell count max -8.
O=C(N/N=C/c1ccccc1C(=O)O)c1cccc(S(=O)(=O)Nc2cc(Cl)ccc2Cl)c1 was read as Lipid storage S3 inconclusive.

Three structures already listed, arranged by length of the SMILES, smallest number first:
Screening Cc1ccccc1-c1nnc(SCc2ccc(F)cc2)o1 returned Lipid storage S3 inactive and Lipid storage S3 cell count max -8.
Screening Cc1cccc(C(=O)O/N=C(/c2ccccc2)c2ccncc2)c1 returned Lipid storage S3 -1% and Lipid storage S3 cell count max -4.
`COc1ccc(CCNC(=O)CC(=O)N/N=C/c2ccc(C(=O)O)cc2)cc1OC` gave Lipid storage S3 inconclusive.
